Compound activity deposited in PubChem by Sanford-Burnham Center for Chemical Genomics.
mIAP inh = mouse IAP inhibition. purified mouse IAP, CDP-Star luminescence, 30 min. AID 2806. 0.2% of 330,000 active. inhibition, % at 10 µM;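 active = inhibition of at least 40% at 10 µM in the primary screen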;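 note: plate controls were DMSO with enzyme for no effect and no enzyme wells for full effect; values of inactives mirror those of a sister screen read the other way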
MIN6 prolif = MIN6 beta-cell proliferation induction. MIN6 cells proliferation, ATPlite luminescence, 48 h; cells starved in 0.2% serum; 100% = growth in 10% serum. proliferation, % at 10 µM. AID 2380. 0.29% of 330,000 active;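 active = compounds whose signal lies at least 3.5 SD above the mean of all wells on their plate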;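 note: 0% = DMSO-treated cells in low-serum medium and 100% = 10% serum control; some compounds called inactive have numbers as strong as hits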
MPTP block = inhibitors of mitochondrial permeability transition pore. isolated mouse mitochondria, Ca2+ swelling absorbance, 30 min. inhibition, % at 10 µM. 1.4% of 360,000 active. AID 602449;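 active = inhibition of 50% or more, scaled per plate between neutral and stimulator controls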;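 note: 0% = DMSO wells given calcium and 100% = 1 mM EGTA wells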
A3G deaminase = blocks human APOBEC3G single-stranded DNA deamination; AID 493012; 0.28% of 330,000 active; recombinant A3G, ssDNA deamination FAM/TAMRA fluorescence; inhibition, % at 20 µM; Q9HC16;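 active = inhibition of at least 40% at 20 µM, with no more than 30% in the related APOBEC3A deaminase screen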;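 note: plate controls were DMSO wells with A3G for no effect and wells lacking A3G enzyme for full effect; some compounds called inactive have numbers as strong as hits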
Target sequence (Q9HC16 whole entry, looked up): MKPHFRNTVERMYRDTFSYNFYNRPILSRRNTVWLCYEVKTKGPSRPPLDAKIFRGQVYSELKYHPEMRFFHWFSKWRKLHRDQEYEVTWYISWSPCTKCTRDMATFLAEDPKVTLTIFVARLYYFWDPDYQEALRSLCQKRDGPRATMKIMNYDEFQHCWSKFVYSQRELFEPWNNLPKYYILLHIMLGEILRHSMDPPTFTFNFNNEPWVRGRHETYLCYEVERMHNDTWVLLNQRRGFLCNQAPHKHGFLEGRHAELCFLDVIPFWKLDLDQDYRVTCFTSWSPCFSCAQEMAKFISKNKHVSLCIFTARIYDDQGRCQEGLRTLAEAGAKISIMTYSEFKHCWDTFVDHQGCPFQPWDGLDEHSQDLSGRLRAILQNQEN
mIAP act = increases mouse intestinal alkaline phosphatase activity | activation factor at 10 µM | muIAP, CDP-Star luminescence, 30 min; hits give high values; 1 = vehicle-only enzyme signal, 0 = enzyme-free wells | 0.24% of 330,000 active;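 active = activation factor of at least 2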; note: the source names both 10 and 20 µM as test concentration; values of inactives mirror those of a sister screen read the other way
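System: mouse IAP enzyme. Reagent: CDP-Star chemiluminescent phosphatase substrate. Benchmarks: DMSO wells, no-enzyme wells. Times: 30 min enzyme-substrate-compound incubation at room temperature. Detection: luminescence from enzymatic CDP-Star hydrolysis. Doses: test compounds delivered from DMSO solution.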
NR3A LBD binder = modulates the human NR3A ligand-binding domain; NR3A LBD differential scanning fluorimetry, Tm shift; 0% = protein alone, 100% = glycine-bound protein; Tm shift relative to glycine control, % at 25 µM; 2.5% of 340,000 active; AID 1259313;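 active = melting temperature shift of at least 10% of the positive control shift, at one fixed dose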
APOBEC3A inh = human APOBEC3A DNA deaminase inhibition. P31941. recombinant A3A, FAM/TAMRA ssDNA deamination fluorescence. inhibition, % at 20 µM. 0.41% of 330,000 active. AID 493011;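 active = at least 40% inhibition at 20 µM here, with at most 30% in a related deaminase screen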;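 note: plate controls were A3A with DMSO for no effect and wells lacking A3A enzyme for full effect; some results filed as inactive read as strong as hits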
hIAP activ = increases human intestinal alkaline phosphatase activity; purified human IAP, CDP-Star luminescence, 30 min; hits give high values; 1 = vehicle-only enzyme, 0 = enzyme-free background; AID 2524; 0.16% of 330,000 active; activation factor at 10 µM; P09923;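 active = activation factor of the enzyme at least 2-fold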; note: the source names both 10 and 20 µM as test concentration; values of inactives mirror those of a sister screen read the other way
Target sequence (P09923 whole entry, looked up): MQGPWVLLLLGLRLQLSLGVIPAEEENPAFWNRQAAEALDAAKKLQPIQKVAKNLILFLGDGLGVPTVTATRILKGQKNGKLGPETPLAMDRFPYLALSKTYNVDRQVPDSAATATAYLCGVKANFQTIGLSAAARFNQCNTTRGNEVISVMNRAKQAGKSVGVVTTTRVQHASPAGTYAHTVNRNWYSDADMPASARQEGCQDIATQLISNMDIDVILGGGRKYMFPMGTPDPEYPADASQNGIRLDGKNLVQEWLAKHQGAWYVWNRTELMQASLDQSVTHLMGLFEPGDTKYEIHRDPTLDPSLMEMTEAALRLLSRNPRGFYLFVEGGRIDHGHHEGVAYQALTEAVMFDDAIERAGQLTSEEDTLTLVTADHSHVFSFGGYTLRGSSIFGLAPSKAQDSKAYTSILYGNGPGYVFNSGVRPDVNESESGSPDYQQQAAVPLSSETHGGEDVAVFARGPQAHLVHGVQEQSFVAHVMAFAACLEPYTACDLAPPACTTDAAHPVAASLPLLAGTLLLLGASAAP
hIAP block = human IAP inhibition | inhibition, % at 10 µM | 0.12% of 330,000 active | P09923 | purified IAP, CDP-Star luminescence, 30 min;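 active = inhibition reaching a set limit with compound at 10 µM in the primary screen, cut at about 35% in these data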;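 note: plate controls were DMSO wells with enzyme for no effect and no-enzyme buffer wells for full effect; values of inactives mirror those of a sister screen read the other way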
Starred values were filed as active, the others as inactive; · = no result given.

SMILES	mIAP inh	MIN6 prolif	MPTP block	A3G deaminase	mIAP act	NR3A LBD binder	APOBEC3A inh	hIAP activ	hIAP block
O=C(NCc1nc(-c2ccc(C(F)(F)F)cc2)no1)c1cccs1	5.7	-1.8	12.2	-1.9	0.943	-5.7	-0.7	1.23	-23.0
O=C1CC(C(=O)O)(c2ccccc2)c2cccc(F)c21 (centres undefined)	-6.3	1.3	-0.7	-6.2	1.06	-0.7	-1.2	0.992	0.8
CCCCOC(=O)C1CCC[C@@H](C)N1 (some centres undefined)	6.4	1.5	-0.6	0.4	0.936	1.4	2.2	0.749	25.1
COc1ccc(C)cc1NC(=O)c1cccc(-c2ccc(OC(C)=O)cc2)c1	5.0	0.0	2.6	-8.2	0.95	-1.5	-3.8	0.992	0.8
CCOC(=O)c1cccc(P(C)(C)=O)c1	3.5	0.0	0.2	-4.0	0.965	22.2*	1.3	0.912	8.8
COc1cc(-c2nc3cnccc3n2C)cc(OC)c1OC	-7.8	-3.6	-0.4	4.2	1.08	-14.0	-2.2	1.15	-14.8
O=C(NNc1cccc(Cl)c1)c1cccnc1Cl	11.1	-2.2	0.6	-3.4	0.889	1.0	-5.9	1.2	-19.8
C#CCN1C(=O)C2(OCCO2)c2ccccc21	0.2	-1.0	-1.2	-8.1	0.998	0.0	-7.2	1.11	-10.6
CC1CCN(C(=O)CCc2ccc(S(=O)(=O)NC(C)(C)C)cc2)CC1	4.5	7.5*	1.6	-9.2	0.955	5.2	-4.5	0.683	31.7
Cc1cc(NS(=O)(=O)c2ccc(NC(=O)c3ccc(Cl)cc3[N+](=O)[O-])cc2)no1	2.5	-1.2	-0.1	-4.4	0.975	7.6	-0.3	1.19	-18.5
COCCCN(CCNC(=O)c1ccc(NC2=NC3CS(=O)(=O)CC3S2)cc1)Cc1ccco1 (centres undefined)	11.3	2.9	-1.2	-7.6	0.887	-0.8	-3.6	0.814	18.6
Cc1occc1C(=O)Nc1cccnc1	1.2	1.9	0.0	-2.7	0.988	0.1	-2.7	0.879	12.1
O=C(COc1ccc([N+](=O)[O-])cc1)N(C1CCCCC1)C1CCS(=O)(=O)C1 (centres undefined)	-5.9	1.9	0.0	-3.7	1.06	-0.8	20.1	1.1	-10.3
O=C(N/N=C/c1ccccc1)c1[nH]ncc1Br	7.7	0.0	-2.3	0.1	0.923	-18.3	1.8	1.33	-33.0
CCOc1cc(/C=C2\SC(=N)N(c3nonc3N)C2=O)ccc1OCCN1CCOCC1	8.1	-3.5	-0.2	-6.0	0.919	-7.7	2.9	1.05	-5.1
CC(C)(C)[C@@H]1COC(=O)[C@H](Cc2ccc(F)cc2)C/C=C\C[C@@H](CC(=O)N(CCO)Cc2ccccc2)C(=O)N1	16.0	-3.2	-0.6	2.0	0.84	0.6	3.5	0.819	18.0
COc1ccc(/C=C(\NC(=O)c2ccccc2)C(=O)N2CCCCC2)cc1OC	-4.2	-1.4	1.6	-8.5	1.04	-2.5	-0.8	1.22	-21.6
O=C(CCCc1c[nH]c2ccccc12)NCc1cccs1	-1.3	-2.3	-2.3	3.2	1.01	1.9	3.6	1.02	-2.0
CCOC(=O)C1CCN(C2=NC(=O)/C(=C/c3ccc(OC)c(OC)c3)S2)CC1	-8.1	0.5	-0.5	2.5	1.08	-0.5	2.7	0.818	18.2
Cc1ccc(S(=O)(=O)N2CCC(CN3C(=O)c4cccc5cccc(c45)C3=O)CC2)cc1	2.0	-1.2	-0.7	-5.9	0.98	0.0	-0.6	1.1	-9.8

Of the compounds above, 8 contain nitrogen in an aromatic ring:
SMILES	mIAP inh	MIN6 prolif	MPTP block	A3G deaminase	mIAP act	NR3A LBD binder	APOBEC3A inh	hIAP activ	hIAP block
O=C(NCc1nc(-c2ccc(C(F)(F)F)cc2)no1)c1cccs1	5.7	-1.8	12.2	-1.9	0.943	-5.7	-0.7	1.23	-23.0
COc1cc(-c2nc3cnccc3n2C)cc(OC)c1OC	-7.8	-3.6	-0.4	4.2	1.08	-14.0	-2.2	1.15	-14.8
O=C(NNc1cccc(Cl)c1)c1cccnc1Cl	11.1	-2.2	0.6	-3.4	0.889	1.0	-5.9	1.2	-19.8
Cc1cc(NS(=O)(=O)c2ccc(NC(=O)c3ccc(Cl)cc3[N+](=O)[O-])cc2)no1	2.5	-1.2	-0.1	-4.4	0.975	7.6	-0.3	1.19	-18.5
Cc1occc1C(=O)Nc1cccnc1	1.2	1.9	0.0	-2.7	0.988	0.1	-2.7	0.879	12.1
O=C(N/N=C/c1ccccc1)c1[nH]ncc1Br	7.7	0.0	-2.3	0.1	0.923	-18.3	1.8	1.33	-33.0
CCOc1cc(/C=C2\SC(=N)N(c3nonc3N)C2=O)ccc1OCCN1CCOCC1	8.1	-3.5	-0.2	-6.0	0.919	-7.7	2.9	1.05	-5.1
O=C(CCCc1c[nH]c2ccccc12)NCc1cccs1	-1.3	-2.3	-2.3	3.2	1.01	1.9	3.6	1.02	-2.0

Continuation:
SMILES	mIAP inh	MIN6 prolif	MPTP block	A3G deaminase	mIAP act	NR3A LBD binder	APOBEC3A inh	hIAP activ	hIAP block
CCN1CCN(c2ncc(C(=O)Nc3cc(Cl)ccc3OC)c3ccccc23)CC1	3.3	-3.8	77.7*	1.1	0.967	0.2	1.4	1	-0.4
COc1ccc(CC(=O)Nc2ccccc2C(=O)N2CCOCC2)cc1	3.8	0.0	-0.1	-6.5	0.962	-6.1	-1.7	1.02	-1.8
Cc1cccn2c(CN(C)CC3CCCCO3)c(C(=O)N3CCCCC3)nc12 (centres undefined)	1.1	-0.7	-2.1	-2.2	0.989	-1.4	-0.3	1.05	-4.9
COc1ccc(CCn2c(=N)c(S(=O)(=O)c3ccc(C)cc3)cc3c(=O)n4ccccc4nc32)cc1	7.7	13.3*	0.0	-7.6	0.923	3.3	-3.2	0.976	2.4
CC(C)=C(NC(=O)c1ccccc1)C(=O)NCCCC(=O)O	-9.6	-2.3	-1.4	-9.2	1.1	0.9	0.7	1.06	-6.0
C[C@@H](OC(=O)N1CCCCC1)[C@H]1O[C@]2(C)CCCC[C@H]1O2	-10.9	6.6	0.3	-4.5	1.11	0.3	1.9	0.979	2.1
COc1ccc(C(=O)N/N=C/c2cccc3cccnc23)cc1	-0.2	-2.9	-0.1	-4.3	1	-0.5	-5.4	1.25	-24.7
C=CCn1c(SCc2nc3ccccc3[nH]2)nnc1-c1ccncc1	13.0	-2.5	-2.5	-0.1	0.87	-1.1	3.2	1.33	-32.7
CN(C)c1ccc(S(=O)(=O)NCC(=O)NCCC2=CCCCC2)cc1[N+](=O)[O-]	5.0	0.6	-0.9	-4.5	0.95	3.2	-4.4	0.91	9.0
CC1CC(C)CN(C(=O)c2cccc(S(=O)(=O)N(C)c3ccccc3)c2)C1 (centres undefined)	4.9	1.0	0.2	-12.9	0.951	1.9	-1.9	1.11	-11.3
NC(=O)CC(NC(=O)Cc1ccc(Br)cc1)c1ccc(NC2CCC2)c([N+](=O)[O-])c1 (centres undefined)	7.7	-7.0	1.4	14.5	0.923	-4.4	2.8	0.855	14.5
CC(=O)c1ccc(NC(=O)[C@@]2(CC(=O)O)CC(/C=C/c3ccccc3)=NO2)cc1	-3.3	-3.7	-0.4	-2.7	1.03	-4.0	1.5	0.979	2.1
COc1ccc(COCC(O)CN2CC(C)OC(C)C2)cc1OC (centres undefined)	-2.0	-1.4	-0.1	-2.3	1.02	-4.7	-0.6	0.839	16.1
COc1ccc(-c2[nH]c(-c3cccc(OC)c3)nc2SCC(=O)NCc2ccco2)cc1	-28.4	-1.3	-2.9	-4.3	1.28	-5.1	-3.1	0.862	13.8
O=C(Nc1ccc(F)c(Cl)c1)C1CCCN(c2cnccn2)C1 (centres undefined)	-3.9	-0.9	0.1	-3.8	1.04	1.2	-3.3	1.05	-5.1
Cc1ccc(C(=O)N/C(=C/c2ccco2)C(=O)NCC2CCCO2)cc1 (centres undefined)	4.1	0.0	3.9	-9.0	0.959	-6.6	-1.5	0.908	9.2
CC(C)(C)NC(=O)CN(C(=O)CCC(=O)Nc1nccs1)c1cccc(C(F)(F)F)c1	3.1	1.2	0.5	-6.8	0.969	-2.5	-0.1	1.21	-20.8
O=C(CC(C(=O)O)P(=O)(c1ccccc1)c1ccccc1)c1ccc(Br)cc1 (centres undefined)	0.3	-0.8	1.4	-3.4	0.997	0.3	0.7	1.1	-10.2
Cc1ccc(NC(=O)CCNC(=O)c2ccccc2Cl)cc1S(=O)(=O)N1CCCCCC1	-12.1	-2.1	-1.2	4.3	1.12	-1.6	3.6	0.867	13.3
CCOC(=O)c1c(C)n(C)c2ccc(OC)c(NC(=O)CN3CCN(C4CCCCC4)CC3)c12	1.5	-3.4	-0.8	-1.6	0.985	0.2	1.8	0.802	19.8
C[C@@H](C(=O)Nc1ccc2ccccc2c1)[C@H]1C[C@]1(C)[C@H](NS(=O)(=O)c1ccccc1)c1ccccc1	-61.0	-4.7	·	-0.7	1.61	-0.6	-1.5	0.946	5.4
Cc1ccc(NC(=O)COC(=O)CCC(=O)c2cccs2)cc1S(=O)(=O)N1CCOCC1	-8.4	-1.9	1.5	10.3	1.08	-2.3	5.5	0.994	0.6
C(=N\Nc1nc(-c2ccccc2)cs1)/c1ccncc1	6.0	-1.5	-1.0	-8.1	0.94	-15.9	-0.4	1.13	-13.3
Cc1[nH]c(=O)[nH]c(=O)c1S(=O)(=O)N1CCCC(C(=O)NCCc2ccccc2)C1 (centres undefined)	0.0	1.3	-2.2	-0.1	1	-5.1	-2.2	0.861	13.9
CCOc1ccc(C(=O)NCC(=O)OCc2nnc(-c3ccccc3)o2)cc1OCC	-1.5	-3.4	-2.5	-5.9	1.01	1.4	-6.7	0.994	0.6
C=CCn1c(C)cc(C(=O)CSc2nnc(-c3cccc(S(=O)(=O)N(CC)CC)c3)o2)c1C	0.0	0.1	-0.3	-2.4	1	-0.8	2.6	0.985	1.5
O=S(=O)([N-]c1nc2ccccc2nc1-n1cc[n+](Cc2ccccc2)c1)c1ccc(Cl)cc1	-12.2	-2.5	6.2	-4.5	1.12	-0.9	0.0	1.16	-16.1
